From PubChem
MCF10A rereplic: induces DNA re-replication in MCF 10a normal breast cells; MCF 10A DNA re-replication, Hoechst nuclear intensity, 48 h; Potency, µM (titrated, usually from 46.1 µM), inactives show at the top dose activity, positive = re-replication, hits mostly activators; 2.9% of 350,000 active; AID 624296; further: potency means the concentration at half of the fitted maximal effect; % of control where 0% means no effect; nearly all actives have a fitted effect of over 50% in size
ATXN2 expr inh: reduces ATXN2 reporter expression in HEK-293 cells; AID 1745845; HEK-293 ATXN2-luciferase reporter, luminescence, 24 h; Potency, µM (titrated, usually from 57 µM), inactives show at the highest dose activity change, negative = inhibition, most hits filed as inhibitors; 0.72% of 360,000 active; further: potency means the concentration at half of the fitted maximal effect; on the % scale 0 is the no-effect control and ±100 the full control effect; nearly all actives have a fitted effect of over 55% in size
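ATXN2-luciferase reporter cells (luciferase flanked by upstream and downstream ATXN2 gene portions) were treated 24 h at 37 °C with compounds at up to 57 uM. SteadyGlo luminescence gave expression; GF-AFC fluorescence gave viability.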
HT1080-NT tox: kills 2HG-producing HT-1080-NT fibrosarcoma cells; HT-1080-NT fibrosarcoma viability, CellTiter-Glo ATP luminescence, 48 h; Potency, µM (top dose mostly 46.1 µM), for the others: at the highest dose activity, negative = less viability, hits mostly cytotoxic; 1.6% of 360,000 active;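 further: NT is the 2HG producing partner of a matched IDH1 knockdown line; potency means the concentration at half of the fitted maximal effect; 0% = DMSO-treated cells and -100% = media-only wells without cells; nearly all actives have a fitted effect of over 55% in size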
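Viability of the 2HG-overproducing fibrosarcoma line after 48 hours of compound exposure at 37 degrees C was determined by luminescence with CellTiter-Glo, and concentration-effect curves were then fitted and categorized.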
S2 tox: reduces viability in counter-screen for ATXN expression inhibitors; S2 cells (HEK-293 line with an ATXN2-luciferase reporter) viability, CellTiter-Fluor protease fluorescence, 24 h; Potency, µM (highest dose often 56.7 µM), usual class: cytotoxic; 0.49% of 400,000 active; AID 651635; further: potency means the concentration at half of the fitted maximal effect; nearly all actives have a fitted effect of over 40% in size
SW480 rereplic: induces DNA re-replication in SW480 colon adenocarcinoma cells; 1.8% of 340,000 active; Potency, µM (doses to about 46.1 µM), for inactives: at the highest dose re-replication activation, most hits filed as activators; AID 624297; SW480 DNA re-replication, Hoechst DNA content imaging, 48 h; further: potency means the concentration at half of the fitted maximal effect; % of control where 0% means no effect; nearly all actives have a fitted effect of over 55% in size
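250 cells/well; 23 nL cpd via pin tool; 48 hr, 37 C, 5% CO2; Hoechst 40 min; imager read of total nuclear intensity, ex 405/em 500-530 nm.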
HepG2 viability: counter-screen for TGF-b inhibitors: cytotoxicity in HepG2 cells; 0.76% of 410,000 active; Potency, µM (highest dose often 46.1 µM), inactives show at the highest dose activity change, negative = cytotoxicity, usual class: cytotoxic; HepG2 CAGA-GFP viability, ATP luminescence, 18 h; further: potency means the concentration at half of the fitted maximal effect; some results filed as inactive show a strong effect at the top dose
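HepG2 CAGA-GFP cells (1000/well, DMEM with 1% FBS) received compound, then TGF-beta at 500 pg/mL final, and were incubated 18 hours at 37 degrees C. Viability was read by CellTiter-Glo luminescence. Media-only wells were set as complete cell-killing and DMSO as no toxicity.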
IL1B secr inh: inflammasome signaling inhibition, IL-1 beta readout | THP-1 LPS/ATP IL-1B secretion, AlphaLISA, 16 h; active compounds read low | activity change, % at 57.5 µM | 4.7% of 360,000 active | AID 743279; in the data active means activity change below about -50%; inconclusive means mostly about -30% to -49%; further: on the % scale 0 is the no-effect control and ±100 the full control effect
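Secreted IL-1B measured by AlphaLISA bead assay after 16 h compound exposure of THP-1 cells; compounds (final up to 57.5 uM) added 1 h before LPS (250 ng/mL) and ATP (1.25 mM) stimulation; lower signal means less secretion.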
KB-3-1 tox: kills parental KB-3-1 adenocarcinoma cells. AID 1347075. Potency, µM (doses to about 46.1 µM), inactives show at the top dose activity change, negative = cytotoxic, hits mostly cytotoxic. KB-3-1 viability, CellTiter-Glo ATP luminescence, 72 h. 1.4% of 400,000 active; further: potency means the concentration at half of the fitted maximal effect; on the % scale 0 is the no-effect control and ±100 the full control effect; nearly all actives have a fitted effect of over 60% in size
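Cytotoxicity in the drug-sensitive parental line KB-3-1 was scored as loss of CellTiter-Glo luminescence following 72 h incubation with compound. Values come from curve fitting of normalized concentration-response data.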
HT1080 IDH1KD tx: kills HT-1080 cells with IDH1 knockdown | HT-1080 IDH1 knockdown viability, ATP luminescence, 48 h | Potency, µM (highest dose often 46.1 µM), inactives show at the top dose activity, negative = toxicity, actives largely listed as cytotoxic | 2% of 360,000 active;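 further: potency means the concentration at half of the fitted maximal effect; 0% = DMSO wells and -100% = cell-free medium wells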
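Viability of IDH1-knockdown HT-1080 fibrosarcoma cells was assessed by CellTiter-Glo after 48 h at 37 °C with titrated compound; concentration-effect curves were classified by fit quality and response size.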
Numbers without * were called inactive; i = inactive; ? = inconclusive; . = no result given; [ ] = dose if it differs, or a comment. Unless noted, the call rests on the fitted dose curve; in most records, active means well fitted curve in the direction sought with a large enough effect; inconclusive means small, poorly fitted or top-dose-only effect, or another doubt; inactive means no such curve, though single readings can be large; an effect the other way counts as inactive or inconclusive.

molecule | MCF10A rereplic | ATXN2 expr inh | HT1080-NT tox | S2 tox | SW480 rereplic | HepG2 viability | IL1B secr inh | KB-3-1 tox | HT1080 IDH1KD tx
COCc1ccc(-c2ccc3c(c2)c(C#Cc2ccsc2)c(-c2cc(OC)cc(OC)c2)n3C)cc1 | ? | -4% | 2% | i | -63%[inhibitor] | -13% | 22 | 14% | 2%
COC(=O)c1sc(NC(=O)CSc2nncs2)c(C(=O)OC)c1C | ? | 8% | -7% | i | -1%[9.22 µM] | 4% | 53 | 0% | -1%
Cc1sc2nc(C(C)(C)C)oc(=O)c2c1C | -1% | 3% | 15% | i | -12% | -15% | 116 | 3% | -3%
Cc1ccc(NS(=O)(=O)c2cccc(C(=O)NCC3(N(C)C)CCCCC3)c2)cc1 | -2% | 2% | 1% | i | 0% | -40% | -10 | 0% | -10%
CC(C)Oc1ccc(C(=O)NCC(=O)O)cc1 | -2% | 8% | 12% | i | 5% | 12% | 0 | 7% | 17%
CC(C)Cn1c(CN2CCN(c3cccc(Cl)c3)CC2)nc2c1c(=O)[nH]c(=O)n2C | . | ? | . | ? | . | -30% | . | ? | .
COCCc1nn2c(=O)cc(COC(=O)c3ccc(OC)c(OC)c3)nc2s1 | . | -4% | . | i | . | -20% | . | -1% | .
Nc1nc(NCc2ccco2)nc(Nc2cccc(F)c2)c1[N+](=O)[O-] | 9% | -8% | 9% | ? | ? | 25% | -2 | 6% | 8%
C/C(=N\NC(=O)Cc1cccn1C)c1ccc([N+](=O)[O-])cc1 | 2% | . | 18% | i | -21% | -21% | ? | 1% | 7%
COc1ccc(C(C)NC(=O)c2ccoc2C)cc1OC (stereo not given) | -6% | -3% | 14% | i | -4% | 1% | 0 | ? | -5%
O=C(Nc1ccn(CCCN2CCN(Cc3cccc4ccccc34)CC2)c(=O)n1)OCc1ccccc1 | . | 28µM* | ? | . | . | -71% | ? | ? | -21%
CCN(CC(=O)Nc1c(F)cccc1F)C(=O)c1ccc(NC(=O)CC2SC(N3CCCC3)=NC2=O)cc1 (stereo not given) | -1% | 0% | 4% | i | -12% | 2% | 7 | 4% | 4%
O=C(Nc1nc2c(s1)CCCC2=O)c1cnccn1 | -4% | 23% | 10% | i | -10% | -1% | 32 | 2% | 0%
CCN1CCN(c2c(C=O)c(Cl)nc3ccc(OC)cc23)CC1 | 14% | . | -1% | i | -12% | 2% | 0 | 0% | -2%
COC(=O)c1ccc(NC(=O)CCN2C(=O)NC(C)(C)C2=O)cc1 | 4% | 3% | 8% | i | -14% | 4% | -2 | -3% | 6%
CCCCN(CC)CCNC(=O)CN(C)S(=O)(=O)c1ccc2c(c1)c(=O)n(C)c(=O)n2C | 1% | -7% | -1% | i | -2% | -1% | -11 | 5% | 13%
O=C(O)c1ccc(/C=N/NC(=O)c2ccc(Br)cc2)cc1 | 17% | 0% | 5% | i | -3% | 5% | 6 | 6% | 18%
Cc1sc2c(c1C)c(=O)n(CCc1ccccc1)c(=O)n2Cc1ccccc1Cl | . | 9% | . | i | . | 7% | . | -3% | .
COc1ccc(-c2nc(-c3ccncc3)no2)c(OC)c1 | 3% | . | -4% | ? | -3% | -1% | -5 | -13% | -1%
COc1ccc(NC(=O)ON=C2c3ccccc3-c3ccccc32)cc1 | ? | 19% | 0% | i | 2% | -15% | -14 | -18% | 0%
CN(C)c1ccc(/C=N\NC(=O)c2csnn2)cc1 | 25% | -9% | -7% | i | 6% | -20% | 11 | 1% | -14%
COc1ccc(N(C(C)C(=O)N/N=C/c2cccnc2)S(C)(=O)=O)cc1 (stereo not given) | -5% | -1% | 14% | i | 2% | 1% | 135 | 25% | 12%
Oc1ccccc1C1=Nc2ccccc2N=C(c2cccs2)C1 | ? | -17% | -22% | i | 23% | -21% | -7 | -6% | ?
COc1cc(CN2C(=O)C(NC(=O)c3ccco3)(C(F)(F)F)C3=C2CC(C)(C)CC3=O)cc(OC)c1 (stereo not given) | 4% | 14% | -11% | i | 4% | 2% | -18 | 2% | 0%
COC(=O)c1ccccc1NC(=O)COC(=O)/C=C/c1cccs1 | 11% | -5% | -3% | i | -4% | 1% | 2 | -4% | -3%
O=C(NC(N1CCOCC1)C(Cl)(Cl)Cl)c1ccccc1Cl (stereo not given) | -31%[inhibitor] | -13% | -2% | i | -40%[inhibitor][1.84 µM] | -7% | ? | -2% | 5%
Cc1ccc(S(=O)(=O)N(CC(=O)Nc2cccc([N+](=O)[O-])c2)C2CCCCC2)cc1 | 1% | 13% | -5% | i | 2% | -4% | -16 | 0% | -3%
CC(=O)Nc1ccc(S(=O)(=O)NCCc2ccc(F)cc2)cc1 | 20% | 9% | -1% | i | -5% | -8% | 7 | -12% | -5%
CC(C)c1onc(C(=O)Nc2ccc3c(c2)OCO3)c1[N+](=O)[O-] | 10% | . | -4% | i | -7% | -10% | -21 | -11% | 0%
COc1ccc(NC(=O)CCN2CCCCCC2)c(OC)c1 | 1% | -4% | 4% | i | 2% | -23% | 0 | 11% | 6%
CN(CC(=O)Nc1ccc(F)cc1)c1ccc(S(=O)(=O)N2CCCC2)cn1 | -2% | -13% | -9% | i | 1% | 19% | 14 | -1% | -17%
CC1(C)C(=O)Nc2ccccc2N1C(=O)COC(=O)c1cc(Cl)cc(Cl)c1 | -2% | 0% | 0% | i | -8% | -4% | 16 | -1% | -15%
O=C(c1noc2c1CCCCC2)N1CCN(C(c2ccccc2)c2ccccc2)CC1 | 3% | 3% | 4% | i | -1% | 3% | 0 | 0% | 9%
CCOC(=O)c1c(N)sc2c1CCSC2 | 2% | -11% | -4% | i | -6% | 6% | -15 | 8% | -1%
Cc1ccc(C(=O)C(OC(=O)CN2C(=O)c3ccccc3C2=O)c2ccccc2)cc1C (stereo not given) | -2% | 11% | 4% | i | -15% | 6% | -6 | 10% | -2%
N#CCC(=O)NNC(=S)Nc1ccccc1C(F)(F)F | ? | ? | 3% | ? | -6% | 8% | -4 | -3% | -3%
O=C(CCn1c(=O)sc2ccccc21)NC1=NCCS1 | -5% | 16% | 1% | i | 2% | -14% | -3 | 10% | 13%
COc1ccc(Cn2c(N)c(C#N)c3nc4ccccc4nc32)cc1 | 7.3µM* | -27% | -14% | i | 9.2µM* | -43% | 8 | 1% | -24%
Oc1ccc(-c2cn3cc(C(F)(F)F)ccc3n2)cc1 | 19% | 4% | -7% | i | -2% | -21% | -14 | 0% | -14%
CC(C)[N+]1=C2C=CC=CC=C2SC12C([N+](=O)[O-])=CC(=[N+]([O-])[O-])C=C2[N+](=O)[O-] (stereo not given) | 11% | . | 5% | i | 15% | -22% | 0 | 1% | 7%
Cc1nn2c(N3CCN(C)CC3)c3c(nc2c1-c1ccccc1)CCCC3 | ? | ? | -8% | 20µM* | 21% | -18% | -22 | -14% | -8%
O=C(NCc1nc2ccccc2[nH]1)c1ccc(Cl)c(S(=O)(=O)N2CCCC2)c1 | 0% | 3% | 5% | i | -4%[9.22 µM] | 9% | 45 | -2% | 6%
COc1cccc(CNC(=O)[C@@H]2CCCN2C(=O)[C@H]2CCCCN2C(=O)c2cccc3ccccc23)c1 | . | 4% | -22% | ? | . | . | -8 | -11% | -24%
CCSc1nc(C)c(CC)c(C)c1C(N)=O | 1% | -12% | 15% | i | -5% | -2% | 22 | 22% | 15%
Cc1nn(C)cc1S(=O)(=O)N1CCN(Cc2ccc(F)cc2Cl)CC1 | -5% | -27%[11.3 µM] | 3% | ? | -2% | 36% | 24 | 6% | 14%
COc1cc(/C=C2\CC/C(=C\c3cc(OC)c(O)c(OC)c3)C2=O)cc(OC)c1O | ? | ? | 4.1µM* | . | ? | -46% | -103* | 16µM* | 4.1µM*
O=C(Nc1ccc2ccccc2c1)c1cn(-c2ccccc2)nc1-c1cccs1 | 15% | 5% | ? | i | 4% | -12% | 10 | 3% | -18%
O=C(C1=C[C@@H](C2CCCCC2)C[C@@H](OCc2ccc(CO)cc2)O1)N1CCOCC1 | 6% | -10% | -8% | ? | 0.18µM* | -22% | -11 | 0% | -3%
CC1(C)NC(=O)N(CC(O)CN(c2cccc([N+](=O)[O-])c2)S(=O)(=O)c2ccccc2)C1=O (stereo not given) | -9% | 12% | -10% | i | -27% | -2% | 12 | 14% | 17%
CC1CCC(NC(=O)CN2CCC(n3nnc4cc(F)ccc43)CC2)CC1 (stereo not given) | 1% | 12% | -13% | i | -4% | -16% | -15 | 1% | -3%

(next part)
molecule | MCF10A rereplic | ATXN2 expr inh | HT1080-NT tox | S2 tox | SW480 rereplic | HepG2 viability | IL1B secr inh | KB-3-1 tox | HT1080 IDH1KD tx
CCCCc1nc2ccccc2c(=O)n1NC(=O)c1c(O)c2c(n(CC(C)C)c1=O)CCCC2 | 5% | 4% | 17% | i | -2% | 9% | 39 | 4.6µM* | 8%
Cc1cccc(C)c1NC(=O)c1ccc(-n2cnnn2)cc1 | -1% | 57%[activator] | -1% | i | 12% | 11% | ? | 0% | 10%
CC1(C)C(c2cccs2)=[N+]([O-])C2(CCCCC2=O)N1O (stereo not given) | 0% | -4% | 11% | i | -33%[inhibitor] | -45% | 4 | -13% | 4%
Cc1ccc(CNC(=O)CCCc2c[nH]c3ccccc23)cc1 | 8% | 8% | -1% | i | -9% | -14% | 13 | -2% | -3%
CC1CCCN(C(=O)COC(=O)c2ccc3[nH]c4c(c3c2)CCCC4)C1 (stereo not given) | 19% | 80%[activator] | -11% | i | -5% | -19% | -9 | -19% | -18%
CCCCS(=O)(=O)N1CCC(C(=O)NCC2CCCO2)CC1 (stereo not given) | -13% | 2% | 12% | i | 6% | 0% | -8 | -9% | 3%
COC(=O)c1ccc(Oc2c(C)oc3cc(OCc4cnn(-c5ccccc5)c4)ccc3c2=O)cc1 | -1% | -24% | 3% | i | -3% | -5% | 26 | -5% | -1%

Individual results from the list:
Value for COC(=O)c1ccc(Oc2c(C)oc3cc(OCc4cnn(-c5ccccc5)c4)ccc3c2=O)cc1 in SW480 rereplic: -3%
Value for CC1CCCN(C(=O)COC(=O)c2ccc3[nH]c4c(c3c2)CCCC4)C1 (stereo not given) in SW480 rereplic: -5%
